Screening data (PubChem)
FBW7 activator: human FBW7 E3 ligase activation, primary screen; 650,000 tested, 0.13% active; Q969H0; AlphaScreen FBW7–phospho-cyclin E peptide binding, activator screen; AID 1259310; normalized activity (activation), % at 26.1 µM; in the data active means normalized activity above about 1.9%;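 further: purified mutant Fbw7 with reduced substrate affinity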
MITF primary: inhibitors of human MITF. O75030. inhibition, % at 2.6 µM. 650,000 tested, 0.91% active. AlphaScreen MITF homodimerization, bead proximity signal; in the data active means inhibition above about 50%;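 further: 0% = vehicle wells with protein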
Target sequence (O75030 whole entry, looked up): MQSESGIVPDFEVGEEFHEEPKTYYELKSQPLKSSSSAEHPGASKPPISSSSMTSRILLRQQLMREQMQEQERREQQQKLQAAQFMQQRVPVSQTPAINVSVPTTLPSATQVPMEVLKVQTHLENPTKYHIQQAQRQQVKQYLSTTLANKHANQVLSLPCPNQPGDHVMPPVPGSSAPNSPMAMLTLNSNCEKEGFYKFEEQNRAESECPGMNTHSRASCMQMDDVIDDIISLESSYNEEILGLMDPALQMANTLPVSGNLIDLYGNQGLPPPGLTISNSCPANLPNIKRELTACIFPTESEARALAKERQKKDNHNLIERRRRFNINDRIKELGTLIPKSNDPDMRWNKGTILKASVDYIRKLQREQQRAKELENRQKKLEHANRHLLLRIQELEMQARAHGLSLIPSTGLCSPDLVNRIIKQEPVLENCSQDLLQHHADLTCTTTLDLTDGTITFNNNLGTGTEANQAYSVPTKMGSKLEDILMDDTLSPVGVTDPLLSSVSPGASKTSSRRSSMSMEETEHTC
TEAD-YAP block: TEAD-YAP interaction inhibition; 640,000 tested, 1.4% active; inhibition, % at 9.12 µM; HEK-TIYL cells, TEAD-Gal4/YAP UAS-luciferase luminescence; in the data active means inhibition above about 32%;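 further: 0% = median of test compound wells and 100% = reference inhibitor wells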
GPR151 activ: activators of human GPR151 | Q8TDV0 | PathHunter beta-arrestin GPR151 cells, luminescence | activation, % at 11.2 µM | 650,000 tested, 1% active | AID 1508602; in the data active means activation above about 4.9%;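 further: 0% = median of compound wells and 100% = cells with positive control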
Target sequence (Q8TDV0 whole entry, looked up): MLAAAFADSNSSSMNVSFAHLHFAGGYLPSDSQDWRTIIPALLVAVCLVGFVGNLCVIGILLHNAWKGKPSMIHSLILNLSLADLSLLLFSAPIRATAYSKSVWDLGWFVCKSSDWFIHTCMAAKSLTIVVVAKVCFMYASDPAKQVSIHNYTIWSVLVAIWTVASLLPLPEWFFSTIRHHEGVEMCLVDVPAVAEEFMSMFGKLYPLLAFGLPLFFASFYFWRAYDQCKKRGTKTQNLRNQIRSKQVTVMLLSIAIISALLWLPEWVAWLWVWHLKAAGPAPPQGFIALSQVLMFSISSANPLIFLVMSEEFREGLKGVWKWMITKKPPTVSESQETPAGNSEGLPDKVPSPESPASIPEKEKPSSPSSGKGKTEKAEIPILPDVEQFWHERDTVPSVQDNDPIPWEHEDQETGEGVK
* = called active by the depositor; & = joins results of further samples. An unsorted share of the library, and some 3.4% of all compounds hit somewhere here.

compound	FBW7 activator	MITF primary	TEAD-YAP block	GPR151 activ
COc1ccc(NC(=O)c2cnn3c2NC(c2ccco2)CC3C(F)(F)F)cc1OC (stereo not given)	-0.1	-5.6	-7.5	-1.4
O=C1OC(c2ccc(Cl)cc2Cl)=N/C1=C\c1ccc(OC(F)(F)F)cc1	0.2	17.5	2.5	-1.2
c1cnc2ccc(Nc3nc4ncnc(NCc5nc6ccccc6[nH]5)c4[nH]3)cc2c1	0.0	13.9	24.7	-2.4
CCN(Cc1ccncc1)C1CCCN(C(=O)Nc2cccc(Cl)c2C)C1 (stereo not given)	0.1	5.0	7.2	0.6
Cc1ccc2nc(N3C(=O)C(O)=C(C(=O)c4ccco4)C3c3ccc(C)o3)sc2c1 (stereo not given)	0.1	2.1	-20.4	-0.1
COc1ccc(/C(O)=C2/C(=O)C(=O)N(CCCCCC(=O)O)C2c2ccc(F)cc2)cc1 (stereo not given)	-0.2	8.8	7.4	0.9
COc1ccc(C2C=C(C(=O)O)Nc3ncnn32)cc1 (stereo not given)	0.1	6.7	-12.9	0.3
Cc1ccc(-n2c(C)nc3ncnc(-c4ccccc4)c32)cc1	0.1	8.9	-4.9	1.3

Next section:
compound	FBW7 activator	MITF primary	TEAD-YAP block	GPR151 activ
CCOC(=O)c1c(Nc2ccccc2)sc(C=NCc2ccc(Cl)cc2)c1O	-0.1	12.1	-0.3	-1.2
O=C(O)c1c[nH]c2ccc(S(=O)(=O)NC3CCCCC3)cc2c1=O	0.5	38.2	18.9	-0.6
COc1ccc(S(=O)(=O)N(CC(=O)NC2CC2)c2ccc(C)cc2)cc1OC	-0.1	-2.0	2.6	-1.8
COc1cccc(Nc2nc(Nc3cc(C)ccc3C)nc(N3CCOCC3)n2)c1	-0.1	5.5	-9.5	4.1
Cn1cc(CCCC(=O)N2CCCC2)c2ccccc21	-0.1	14.3	-4.7	-0.5
CCCCOc1ccc(/C=C2/SC(N3CCN(C)CC3)=NC2=O)cc1	0.4	2.5	6.3	-2.4
O=C(/C=C/c1ccc2c(c1)OCO2)Nc1ccc([N+](=O)[O-])cn1	-0.1	-9.7	-5.2	0.3
Cc1ccc(NC(=O)CN(C)S(=O)(=O)c2ccc3c(c2)C(C)(C)C(=O)N3C)cc1Cl	-0.3	-0.7	1.9	1.0

Going on with the list:
compound	FBW7 activator	MITF primary	TEAD-YAP block	GPR151 activ
Cc1cc(Cl)ccc1NC(=O)C(N)=O	0.0	7.3	1.0	-0.7
Cc1ccc(N=C(NOCC(=O)Nc2c(C)cccc2C)c2nonc2N)cc1	0.0&0.0	11.3&-3.4	13.1&-8.9	-0.8&-0.3
O=C(CN1C(=O)/C(=C/c2ccccc2)SC1=S)Nc1ccc(O)cc1	0.0	-1.1	0.1	-1.1
CCC(CO)NCC(O)Cn1c2c(c3cc(C)ccc31)CCCC2 (stereo not given)	0.0	11.5	-6.6	-1.8
COc1cc(C(=O)Oc2ccccc2C(=S)N2CCOCC2)cc(OC)c1OC	-0.7	3.0	-3.6	1.5
COc1ccc(NC(=O)c2ccc(NC(=O)c3ccco3)cc2)cc1	-0.2	0.9	-1.1	2.0
COCCNC(=O)c1ccc2nc(-c3ccccc3)c(-c3ccccc3)nc2c1	0.1	5.6	-2.2	1.2
Cc1ccccc1OCC(O)Cn1c(SCC(C)O)nc2c1c(=O)[nH]c(=O)n2C (stereo not given)	0.1	-0.2	-8.3	-0.2

The results go on:
compound	FBW7 activator	MITF primary	TEAD-YAP block	GPR151 activ
O=C1CC(=O)Nc2cc(S(=O)(=O)Nc3ccc(Cl)c(C(F)(F)F)c3)ccc2N1	-0.1	-3.8	-3.8	-0.1
O=C(c1ccccc1C(F)(F)F)N1CCN=C1SCc1cccnc1	0.0	16.8	-2.3	2.8
COc1cccc(-n2c(=O)c3sccc3n(CC(=O)Nc3ccccc3OC)c2=O)c1	-0.1	13.1	11.0	0.2
O=C(O)COc1ccccc1/C=C1\SC(=O)N(Cc2ccc(F)cc2)C1=O	0.1	2.8	6.6	1.5
Cn1c(SCC(=O)NC2CC2)nnc1-c1cccc(Cl)c1	0.7	19.5	2.5	2.0
COc1cc(Nc2nc(-c3cccc(C(C)=O)c3)nc3c2ncn3C(C)C)cc(OC)c1OC	0.1	-3.5	18.2	0.9
Cc1ccc(NC(=O)C2C3C=CC4(O3)C2C(=O)N(Cc2cccs2)C4C(=O)NC2CCCCC2)cc1Cl (stereo not given)	0.0	-13.1	-7.0	1.1
O=C(NC(c1ccccc1)C(Cl)Cl)c1ccccc1 (stereo not given)	0.1	-1.9	0.3	0.4

Record cards, from the list above. Screens in order: FBW7 activator	MITF primary	TEAD-YAP block	GPR151 activ
O=C(c1ccccc1C(F)(F)F)N1CCN=C1SCc1cccnc1 across the screens: 0.0	16.8	-2.3	2.8
O=C(O)COc1ccccc1/C=C1\SC(=O)N(Cc2ccc(F)cc2)C1=O across the screens: 0.1	2.8	6.6	1.5
COc1cccc(-n2c(=O)c3sccc3n(CC(=O)Nc3ccccc3OC)c2=O)c1 across the screens: -0.1	13.1	11.0	0.2
Cc1ccc(NC(=O)C2C3C=CC4(O3)C2C(=O)N(Cc2cccs2)C4C(=O)NC2CCCCC2)cc1Cl (stereo not given) across the screens: 0.0	-13.1	-7.0	1.1
COc1cc(Nc2nc(-c3cccc(C(C)=O)c3)nc3c2ncn3C(C)C)cc(OC)c1OC across the screens: 0.1	-3.5	18.2	0.9

Continuation.
compound	FBW7 activator	MITF primary	TEAD-YAP block	GPR151 activ
COc1ccc(NC(=O)c2sc3ccccc3c2Cl)cc1	0.5	5.5	-41.6	-1.0
C=CCSc1nc(C)c(CC=C)c(=O)[nH]1	-0.1	-0.9	4.5	-1.2
CC(=O)N/C(=C\c1ccccc1)C(=O)NCc1ccc2c(c1)OCO2	-0.1	5.0	8.4	1.1
Cc1ccc(-n2cc(-c3ccncc3)cn2)cc1	-0.1	-3.0	-70.5	-2.0
CCOc1ccccc1N1CCN(c2nc(N)c(C#N)c(CC#N)c2C#N)CC1	-0.3	-13.8	-4.4	-0.6
CCCCCn1c(SCC(=O)N2CCCC2)nc2cc(C(=O)NCC3CCCO3)ccc2c1=O (stereo not given)	-0.2	0.5	7.0	0.2
OC(CCN1CCCC1)(c1ccccc1)C1CCCCC1 (stereo not given)	-0.2&0.1&0.1	-6.8&15.3&16.9	-4.1	0.1&1.2&-0.7
CCN1CCN(c2ncnc3sc(C(=O)Nc4ccc(OC)c(Cl)c4)c(C)c23)CC1	0.0	1.2	-0.8	1.1

Following part:
compound	FBW7 activator	MITF primary	TEAD-YAP block	GPR151 activ
CCOC(=O)CSc1nnc(Nc2ccc(Cl)cc2)n1-c1ccc(Cl)cc1	0.0	-14.8	5.7	-0.2
CCOC(=O)/C(C#N)=C/c1ccc(O)cc1O	-0.1	3.1	11.1	-5.4
O=C(Cn1cnc2sc3c(c2c1=O)CCCC3)NCCC(=O)Nc1ccc(F)cc1	0.4	8.7	4.8	-1.4
COc1cc(-c2nnc(SCC(=O)c3ccc(Cl)cc3)o2)cc(OC)c1OC	-0.1	1.4	-5.2	0.1
O=C(Cn1nnc(-c2ccccc2)n1)NCc1ccccc1	0.2	2.3	8.2	-1.0
O=C(NCCCc1ccncc1)C1CC12CCN(CC1CC=CCC1)CC2 (stereo not given)	0.0	2.9	1.2	-0.3
O=c1[nH]c(CCl)nc2cc(Cl)ccc12	0.0	13.5	-1.5	2.6
Cc1nnc(SCC(=O)c2ccc(Br)cc2)[nH]c1=O	0.0	-3.6	-9.5	1.0

The results go on.
compound	FBW7 activator	MITF primary	TEAD-YAP block	GPR151 activ
COc1cc(/C=N/NC(=O)COc2ccc(C(C)(C)C)cc2)ccc1OC(C)=O	-0.1	-7.6	21.0	-0.8
COc1ccccc1CNC(=O)c1ccc([N+](=O)[O-])cc1Cl	0.1	5.8	-3.7	-1.0
O=C1CCCC/C1=C/Nc1ccc(F)cc1	0.0	3.4	-8.9	0.1
COc1cc(CN(CCCN(C)C)CCCN(C)C)cc2c1OCO2	0.0	48.7	4.2	-0.1
CCc1cccc(C)c1NS(=O)(=O)c1c[nH]c(C(=O)OC)c1	0.0	-13.2	4.7	-2.1
CCOc1ccc(NC(=O)C2C3CCCCC32)cc1 (stereo not given)	0.1	6.2	-75.8	1.0
CC(=O)Nc1ccc(Nc2nc(Nc3cccc(N(C)C)c3)ncc2C)cc1	-0.2	7.3	8.0	5.5*
CN(C)c1cccc(Nc2nc(NC3CC3)c3ncn(Cc4ccc(C(F)(F)F)cc4)c3n2)c1	0.2	-3.7	-3.6	-1.8

(more compounds)
compound	FBW7 activator	MITF primary	TEAD-YAP block	GPR151 activ
CN(C)S(=O)(=O)Nc1ccc2c(c1)oc1ccccc12	0.0	7.1	-20.2	-0.1
CC(Oc1ccccc1)C(=O)N/N=C/C=C/c1ccccc1 (stereo not given)	-0.1	-4.3	-10.2	0.0
CCOC(=O)c1c(NC(=O)c2ccc(S(=O)(=O)N3CCCC3)cc2)sc2c1CCN(C(=O)OCC)C2	0.0	4.6	1.7	2.1
Cc1ncsc1CCCNC1CCN(c2ccc(CC(=O)N3CCCC3)cc2)CC1	-0.1	-0.1	-2.9	2.3
CCc1ccc(NC(=O)c2ccc(F)c(S(=O)(=O)NC3CCCC(C)C3C)c2)cc1 (stereo not given)	-0.2	1.6	2.1	-0.8
Cc1ccc(-c2nc(N3CCCC3)c3ccccc3n2)cc1	0.0	-4.7	-3.7	-2.6
COCCCNc1c2c(nc3nnnn13)CCCC2	0.1	5.1	4.5	6.1*
COCCNC(=O)COc1ccc(C(C)C)cc1	-0.3	-1.9	-10.2	1.0

The list goes on:
compound	FBW7 activator	MITF primary	TEAD-YAP block	GPR151 activ
COc1ccc(NC(=O)Cn2cnc3c2c(=O)n(C)c(=O)n3C)c2ncccc12	-0.1	22.7	-7.7	-0.8
COc1ccc(-c2cc(OC)c3c(C)oc(C)c3c(=O)c2)cc1OC	-0.1	7.2	-2.2	-1.1
CC(=O)c1ccc(N2C(=O)c3ccc(C(=O)OCC(=O)c4ccc(C)cc4)cc3C2=O)cc1	-0.1	-5.9	13.0	0.1
CCN1CCC(Oc2ccc(-c3ccsc3)cc2)CC1	-0.2	-15.0	-18.3	-1.9
Cc1cccc(NC(=O)CSc2nnc(C3CC3)n2N)c1C	0.0	-3.8	-1.8	2.1
O=C(Nc1ccc2oc(=O)ccc2c1)c1ccccc1	0.1	15.4	-8.4	-1.6
C=CCN1C(=O)/C(=C\N(C(C)=O)c2ccccc2)SC1=S	-0.2	5.8	-15.4	-0.5
O=C(c1ccc2c(=O)n(C3CCCCC3)c(SCc3cccc([N+](=O)[O-])c3)nc2c1)N1CCCC1	-0.2	7.9	0.1	0.2

Additional records follow:
compound	FBW7 activator	MITF primary	TEAD-YAP block	GPR151 activ
CCCCC(=O)NC1(C(F)(F)F)C(=O)N(Cc2ccccc2)C2=C1C(=O)CCC2 (stereo not given)	0.0	3.7	10.9	0.2
O=[N+]([O-])c1ccccc1N1CCCNCC1	0.1	-1.1	4.0	-1.8
O=C(O)CCCNCc1ccc(Cl)cc1	-0.2	-6.1	-3.7	-1.1
COc1cc(/C=C2/NC(=O)N(Cc3ccccc3F)C2=O)c([N+](=O)[O-])cc1OC	0.1	2.1	9.7	0.6
CCCCC(O)(CCCC)C(=O)NNc1ccccc1Br	0.1	5.7	2.8	1.9
COC(=O)c1sc2ncn(Cc3ccc(Cl)cc3)c(=O)c2c1C	0.3	3.7	6.0	0.4
CC1(C)CC(=O)C(C=Nc2ccc(F)c(F)c2)=C(O)C1	0.1	-3.8	1.7	-0.7
CC(=O)OCCOc1nc(N(C)C)nc(N(C)C)n1	0.0	5.0	6.7	1.9

The results go on.
compound	FBW7 activator	MITF primary	TEAD-YAP block	GPR151 activ
O=C1CCC(=O)N1c1ccccc1OS(=O)(=O)c1ccccc1	0.0	3.2	-1.8	2.2
COc1ccccc1Nc1cc(C)nc2ncnn12	0.2	18.9	-0.7	0.1
CCC(C#CCN1CCN(C)CC1)OC(C)=O (stereo not given)	-0.1	10.0	-7.0	-0.4
COc1cccc(C(=O)N2CC(=O)Nc3ccc(C)cc3C2c2ccc(F)cc2)c1 (stereo not given)	0.0	18.7	-0.8	-0.1
O=C(CC(C(=O)O)N1CCOCC1)Nc1ccccc1 (stereo not given)	-0.1	10.3	6.1	0.0
NC(=O)c1cc2cc(Cl)ccc2oc1=Nc1ccc(C(F)(F)F)cc1	0.1	7.7	13.3	0.9
COC(=O)Cc1c(C)c2ccc(OCC(C)=O)c(C)c2oc1=O	0.1	3.7	-8.4	-2.2
Cc1ccc(/C=N/NC(=O)c2ccco2)o1	0.1	6.8	-45.9	-0.8

(more compounds)
compound	FBW7 activator	MITF primary	TEAD-YAP block	GPR151 activ
CCN(CC)CCCNC(=O)Cn1c(=O)oc2cc(S(=O)(=O)N3CCCC3)ccc21	-0.2	-9.5	13.7	0.9
CC(=O)c1c(C(F)(F)F)nn(C(=O)c2ccccc2)c1C	0.4	4.2	8.4	0.0
CS(=O)(=O)c1cncnc1C1CCCN(C(=O)C2(c3ccc(F)cc3)CCCC2)C1 (stereo not given)	0.7	12.1	2.7	1.6
CCC(C)(C)C1CCc2c(sc(NC(=O)C3CCCO3)c2C#N)C1 (stereo not given)	0.1	12.1	-4.6	0.5
CCOc1ccc(N2C(=O)/C(=C\C=C\c3ccccc3)S(=O)(=O)C2c2cccc([N+](=O)[O-])c2)cc1 (stereo not given)	0.1	5.1	-12.2	-1.0
O=C(CSc1nc2ccsc2c(=O)n1-c1cccc(Cl)c1Cl)c1ccc(Cl)cc1	0.0	-5.5	-8.8	-0.4
CN1CC(=O)N2CCN(S(=O)(=O)c3cccc4ccccc34)C[C@@H]2C1=O	0.0	0.9	-2.8	-0.6
CCc1ccccc1NC(=O)CSc1nncn1N	-0.2	-9.7	11.2	-0.5
